Compound activity from PubChem.
FEN1 inh – human FEN1 inhibition | P39748 | AID 588795 | Potency, µM (top dose mostly 114 µM), for inactives: at the top dose activity change, negative = inhibition, usual class: inhibitors | actives 0.35% (n = 390,000) | Recombinant FEN1 flap cleavage, fluorescence, 15 min; note: nearly all actives have a fitted effect of over 65% in size
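Quantitative HTS format: each compound was titrated, incubated with 10 nM nuclease for 15 min at room temperature, then challenged with flap substrate at 50 nM final. Signal change over 15 min gave concentration–effect curves.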
N370S GC mod – N370S glucocerebrosidase modulation, Gaucher chaperone candidate. Potency, µM (series often up to 59.4 µM), for the others: top-dose activity change, negative = inhibition, actives largely listed as inhibitors. AID 2101. P04062. actives 0.092% (n = 330,000). N370S GC spleen homogenate, 4MU-glucoside fluorescence;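 note: 0% = full enzyme activity and -100% = no enzyme basal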
GCN5L2 inh – GCN5L2 (KAT2A) acetyltransferase inhibition; Q92830; GCN5L2 HAT assay, ThioGlo1 CoA-SH fluorescence; Potency, µM (top dose mostly 58.9 µM), without a hit: top-dose activity change, negative = inhibition, usual class: inhibitors; actives 0.21% (n = 390,000); AID 504327
Target sequence (Q92830 whole entry, looked up): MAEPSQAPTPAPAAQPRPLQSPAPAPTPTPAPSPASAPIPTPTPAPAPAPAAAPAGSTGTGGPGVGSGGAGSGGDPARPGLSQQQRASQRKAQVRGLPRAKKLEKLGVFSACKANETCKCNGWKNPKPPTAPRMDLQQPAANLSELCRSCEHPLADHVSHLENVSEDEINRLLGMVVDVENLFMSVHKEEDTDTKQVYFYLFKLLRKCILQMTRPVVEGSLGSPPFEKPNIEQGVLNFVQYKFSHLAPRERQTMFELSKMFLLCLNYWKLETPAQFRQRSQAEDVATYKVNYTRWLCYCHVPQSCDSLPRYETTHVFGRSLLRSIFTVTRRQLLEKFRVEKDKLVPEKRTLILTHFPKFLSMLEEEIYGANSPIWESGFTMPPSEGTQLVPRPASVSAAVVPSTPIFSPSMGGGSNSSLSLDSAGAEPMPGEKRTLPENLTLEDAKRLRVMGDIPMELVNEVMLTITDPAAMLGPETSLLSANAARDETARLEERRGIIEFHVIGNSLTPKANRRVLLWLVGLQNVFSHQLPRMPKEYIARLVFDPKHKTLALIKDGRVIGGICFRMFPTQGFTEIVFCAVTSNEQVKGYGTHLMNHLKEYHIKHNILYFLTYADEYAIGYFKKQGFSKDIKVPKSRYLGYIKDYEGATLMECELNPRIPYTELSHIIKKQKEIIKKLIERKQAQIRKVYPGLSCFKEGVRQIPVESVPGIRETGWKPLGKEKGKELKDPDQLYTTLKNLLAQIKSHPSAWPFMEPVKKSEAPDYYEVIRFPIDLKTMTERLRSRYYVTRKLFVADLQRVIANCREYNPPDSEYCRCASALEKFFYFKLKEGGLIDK
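Compounds, pin-transferred from DMSO stocks, meet 20nM GCN5L2 for 15 min before the reaction begins with H3(1-25) peptide (75uM) and acetyl-CoA (70uM). Thiol-reactive ThioGlo1 reports CoA release over 20 min at room temperature.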
Numbers without * were called inactive; & = joins results of further samples; [ ] = another dose, or the depositor's remark. Calls come from the whole dose curve; as a rule, active = well fitted curve in the direction sought with a large enough effect; inconclusive = small, poorly fitted or top-dose-only effect, or another doubt; inactive = no such curve, though single readings can be large; an effect the other way counts as inactive or inconclusive. Unless noted, % is set by controls: 0 for no effect and ±100 for the full control effect; potency is the fitted concentration of half-maximal effect.

O=C(NCC1CCN(Cc2ccc(Cl)cc2)CC1)C1CCCN(c2ncnc3c2nc2n3CCCCC2)C1 (centres undefined) was read as FEN1 inh 23%, N370S GC mod -6% and GCN5L2 inh -18%.
`Cc1ccc(NC(=O)Nc2ccno2)cc1` gave FEN1 inh 9%, N370S GC mod 2% and GCN5L2 inh -8%.
C#CCN(C(=O)c1cc(COc2cccc(C(F)(F)F)c2)on1)C1CCCCC1 was read as FEN1 inh -13%, N370S GC mod 20% and GCN5L2 inh -11%.
For Fc1ccc(-c2noc3ncnc(NCC4CCN(Cc5ccc(Cl)cc5)CC4)c23)cc1 the results were FEN1 inh -16% and GCN5L2 inh -1%.
`Cc1c(NC(=O)CN2CCC(C(N)=O)CC2)cccc1[N+](=O)[O-]` gave FEN1 inh 21%, N370S GC mod -11% and GCN5L2 inh 2%.
Screening COc1ccc(C2=NN(C(=O)CSC3=NN4CCCC(=O)N=C4S3)C(c3cccc(OC)c3OC)C2)cc1 (centres undefined) returned FEN1 inh -7%, N370S GC mod -5% and GCN5L2 inh -4%.
`COc1ccc(-c2cc3ccccc3oc2=O)cc1NC(=S)NC(=O)c1ccc2c(c1)OCCO2` gave FEN1 inh 10%, N370S GC mod -1% and GCN5L2 inh -2%.
For CCOC(=O)c1cnc2c(cnn2C)c1Cl the results were FEN1 inh -5%, N370S GC mod 22% and GCN5L2 inh -10%.
For Cc1ccc(C(=O)N2CCCC(c3nc4c(nnn4Cc4ccccc4)c(=O)[nH]3)C2)cc1 (centres undefined) the results were FEN1 inh 0%, N370S GC mod 20% and GCN5L2 inh -4%.
For COC(=O)c1ccc(CN2[C@H](C(=O)OC)C[C@@]3(O)[C@@H](O)[C@@H](O)[C@@H](O)C[C@@H]23)cc1 the results were FEN1 inh 17%, N370S GC mod -1%&1% and GCN5L2 inh -24%.
CCOc1ccc(C(=O)N2CCCC(c3nc(-c4ccc(C)o4)no3)C2)cc1 (centres undefined) was read as FEN1 inh -6%, N370S GC mod -2% and GCN5L2 inh 3%.
For COC(=O)[C@@]1(Cc2ccc(F)cc2)[C@H]2c3cc(C(=O)N4CCCC4)n(CCCNc4ncc(C(F)(F)F)cc4Cl)c3C[C@H]2CN1C(=O)c1ccccc1 the results were FEN1 inh -16%, N370S GC mod -6%&3% and GCN5L2 inh -9%.
For CCOC(=O)Cn1c(=O)oc2cc(S(=O)(=O)Nc3ccc(N(CC)CC)cc3C)ccc21 the results were FEN1 inh -3%, N370S GC mod 4% and GCN5L2 inh -3%.
`CC(CNc1nc2ccc(Cl)cc2n2cnnc12)c1ccccc1` (centres undefined) gave FEN1 inh -13%, N370S GC mod 1% and GCN5L2 inh -17%.
CCCCN1C(=S)NC[C@@H]1C(C)CC (some centres undefined) was read as FEN1 inh 14%, N370S GC mod 7% and GCN5L2 inh 3%.
C=CCc1cccc2cc(C(=O)OCC)c(=O)oc12 was read as FEN1 inh -3%, N370S GC mod 5% and GCN5L2 inh -4%.
Screening O=C(Nc1nnc(COc2ccc(F)cc2)s1)c1ccco1 returned FEN1 inh -1%, N370S GC mod -7% and GCN5L2 inh inconclusive.
Screening CCCn1nnc(NC(=O)C(C)Oc2ccc(Cl)cc2Cl)n1 (centres undefined) returned FEN1 inh 9%, N370S GC mod -1% and GCN5L2 inh 3%.
For O=C(c1cc2ccccc2oc1=O)N(Cc1cccs1)CC1CCCO1 (centres undefined) the results were FEN1 inh 13%, N370S GC mod 1% and GCN5L2 inh 1%.
`O=C(Cn1nnc(-c2ccccc2F)n1)Nc1cccc2ncccc12` gave FEN1 inh -2%, N370S GC mod 11% and GCN5L2 inh -7%.
Screening Cc1cc(C)c(NC(=O)C2CCN(c3nn4c(=O)cc(C)nc4s3)CC2)c(C)c1 returned FEN1 inh -1% and GCN5L2 inh 1%.
For CC[C@@]12C(=O)N(c3cccc(Br)c3)C(=O)N1[C@H](c1ccc(F)cc1)[C@@H]1C(=O)N(C3CCCCC3)C(=O)[C@@H]12 the results were FEN1 inh 3%, N370S GC mod -10% and GCN5L2 inh -15%.
`O=C(COC(=O)c1ccccc1NC(=O)c1ccco1)NCCC1=CCCCC1` gave FEN1 inh -2%, N370S GC mod inconclusive and GCN5L2 inh -1%.
COC(=O)c1ccc(OC)c(Cn2c(=O)n(-c3cccc(Cl)c3)c(=O)c3c2c2cc(C)ccc2n3C)c1 was read as FEN1 inh 15% and GCN5L2 inh -1%.
`NNC(=O)c1[nH]c2ccccc2c1-c1ccccc1` gave FEN1 inh 6%, N370S GC mod 0% and GCN5L2 inh -8%.
`CSc1nsc(SCC(=O)Nc2ccccn2)n1` gave FEN1 inh 0%, N370S GC mod -9% and GCN5L2 inh -3%.
Screening CC1(C(=O)N(c2ccccc2)C(C(=O)NC2CCCC2)c2ccccn2)CC(=O)N=C2C=CC=CN21 (centres undefined) returned FEN1 inh 6%, N370S GC mod 23% and GCN5L2 inh -1%.
Screening CC1(C)CC(NC(=O)CSc2ccccc2)CC(C)(C)N1 returned FEN1 inh -16%, N370S GC mod 3% and GCN5L2 inh 24%.
Screening CS(=O)(=O)N1CCN(c2ccc([N+](=O)[O-])cc2F)CC1 returned FEN1 inh -10%, N370S GC mod 3% and GCN5L2 inh -11%.
`Cc1ccc2c(c1)C(=O)C(=O)N2Cc1ccc(Br)cc1` gave FEN1 inh -5% and GCN5L2 inh -4%.
Screening COc1ccc2c(CNC3CCCCCC3)c(C(=O)O)n(Cc3cccc(F)c3)c2c1 returned FEN1 inh -8% and GCN5L2 inh -10%.
O=C1c2ccccc2C(=O)N1CSc1ncccn1 was read as FEN1 inh -5%, N370S GC mod 8% and GCN5L2 inh -6%.
For C=C(c1ccc(OCCO)cc1)c1ccc(OCCO)cc1 the results were FEN1 inh 4%, N370S GC mod 0% and GCN5L2 inh 1%.
Screening COc1ccc(CN2CCc3ccc(NC(=O)CCc4ccccc4OC)cc3C2)c(O)c1 returned FEN1 inh 2%, N370S GC mod -7% and GCN5L2 inh -1%.
O=C(NCC(F)(F)F)N1CCOCC1 was read as FEN1 inh -3%, N370S GC mod -1% and GCN5L2 inh -2%[0.501 µM].
Screening COc1ccc(NC(=O)c2cc(C(C)C)on2)cc1OC returned FEN1 inh 4%, N370S GC mod 2% and GCN5L2 inh inconclusive.
`O=C(NCC1CCCO1)C1c2ccccc2C(=O)N1C1CCCCCCC1` (centres undefined) gave FEN1 inh -2%, N370S GC mod 10% and GCN5L2 inh 6%.
`CN1CCN(c2ccc(S(=O)(=O)N3CCCCC3)cc2NC(=O)Cc2ccccc2F)CC1` gave FEN1 inh -18%, N370S GC mod 0% and GCN5L2 inh -5%.
`COc1cc(NC(=O)c2cc3nc(-c4ccccc4)cc(-c4ccccc4)n3n2)cc(OC)c1OC` gave FEN1 inh -10%, N370S GC mod 2% and GCN5L2 inh -2%.
Screening CCOc1ccc(C(=O)CSc2nnc(C3CC3)n2C)cc1 returned FEN1 inh -2%, N370S GC mod -1% and GCN5L2 inh -4%.
For CC(NC(=O)c1ccc(N(C)C)cc1)c1ccc(F)cc1 (centres undefined) the results were FEN1 inh -6%, N370S GC mod 13% and GCN5L2 inh -3%.
For NCC1OC(OC2C(N)CC(N)[C@@H](O)[C@@H]2OC2O[C@H](CO)[C@@H](O[C@@H]3OC(CN)C(O)C(O)C3N)C2O)C(N)C(O)C1O (some centres undefined) the results were N370S GC mod -3% and GCN5L2 inh -3%.
Screening CCc1cc2c(SCC(=O)N3CC(=O)Nc4ccccc43)ncnc2s1 returned FEN1 inh -15% and GCN5L2 inh 0%.
`S=c1[nH]nc(-c2ccncc2)n1/N=C/C=C/c1ccco1` gave FEN1 inh inconclusive, N370S GC mod 0% and GCN5L2 inh -12%.
O=Cc1ccc(N2CCCC2)c(F)c1 was read as FEN1 inh 3%, N370S GC mod 3% and GCN5L2 inh -3%.
`Cc1ccc(CCNC(=O)c2cc(C)nn2-c2ccccc2)cc1` gave FEN1 inh 14%, N370S GC mod 3% and GCN5L2 inh -5%.
For Cc1cc(NC(=O)CSc2ncc(C(=O)O)n2-c2ccc(F)cc2)no1 the results were FEN1 inh -5% and GCN5L2 inh -5%.
C=CCn1cccc(C(=O)Nc2ccc(N(C)C)cc2)c1=O was read as FEN1 inh 17%, N370S GC mod -3% and GCN5L2 inh -1%.
For CCC1Oc2ccc(C)cc2N(CC(=O)NCCc2ccccc2)C1=O (centres undefined) the results were FEN1 inh 1% and GCN5L2 inh -7%.
Screening COc1ccc(Br)cc1CNC(=O)c1cc2ccccn2n1 returned FEN1 inh -7% and GCN5L2 inh -8%.
For Cc1ccc(C2(C(=O)N3CCC(n4nc(-c5ccccc5)oc4=O)CC3)CC2)cc1 the results were FEN1 inh 4%, N370S GC mod 3% and GCN5L2 inh -22%.
For CCOc1ccccc1CNC(=O)c1cnc2c(-c3ccc(OCC)c(OCC)c3)c(C)nn2c1C the results were FEN1 inh -4% and GCN5L2 inh -7%.
`Cc1cccc(C)c1NC(=O)CN(C)C(=O)CC1CC2CCC1C2` (centres undefined) gave FEN1 inh 0% and GCN5L2 inh -2%.
`CCN(CC)CCNC(=O)c1cc2ccccc2nc1Cl` gave FEN1 inh -4%, N370S GC mod 5% and GCN5L2 inh -2%.
`O=C(Nc1ccccn1)N1CCOCC1` gave FEN1 inh 4%, N370S GC mod -2% and GCN5L2 inh -1%.
CCOC(=O)C(C)Oc1cccc2c(=O)n(CC(=O)NCc3ccc(F)cc3)ccc12 (centres undefined) was read as FEN1 inh 12%, N370S GC mod 2% and GCN5L2 inh 4%.
Screening CCOc1cc2[nH]c(=O)n(CCC(=O)N3CCN(c4cccc(Cl)c4)CC3)c(=O)c2cc1OCC returned FEN1 inh 6% and GCN5L2 inh 4%.
CCS(=O)(=O)Nc1ccc(C2=NN(C(=O)c3ccco3)C(c3ccc(C)cc3)C2)cc1 (centres undefined) was read as FEN1 inh 8%, N370S GC mod -24% and GCN5L2 inh 1%.
For CCOC(=O)c1ccc(NC(=O)N2CCOCC2)cc1 the results were FEN1 inh -1%, N370S GC mod -3% and GCN5L2 inh 6%.
`Cc1ccc(S(=O)(=O)N2CCN(Cc3noc(CCC(=O)N4CCCCC4)n3)CC2)c(C)c1` gave FEN1 inh -4% and GCN5L2 inh 0%.

Gathered by group, the entries above with a CF3 group.
C#CCN(C(=O)c1cc(COc2cccc(C(F)(F)F)c2)on1)C1CCCCC1 was read as FEN1 inh -13%, N370S GC mod 20% and GCN5L2 inh -11%.
For COC(=O)[C@@]1(Cc2ccc(F)cc2)[C@H]2c3cc(C(=O)N4CCCC4)n(CCCNc4ncc(C(F)(F)F)cc4Cl)c3C[C@H]2CN1C(=O)c1ccccc1 the results were FEN1 inh -16%, N370S GC mod -6%&3% and GCN5L2 inh -9%.
O=C(NCC(F)(F)F)N1CCOCC1 was read as FEN1 inh -3%, N370S GC mod -1% and GCN5L2 inh -2%[0.501 µM].

Returning to the listing with the 5 entries that preceded the break.
CCOC(=O)C(C)Oc1cccc2c(=O)n(CC(=O)NCc3ccc(F)cc3)ccc12 (centres undefined) was read as FEN1 inh 12%, N370S GC mod 2% and GCN5L2 inh 4%.
Screening CCOc1cc2[nH]c(=O)n(CCC(=O)N3CCN(c4cccc(Cl)c4)CC3)c(=O)c2cc1OCC returned FEN1 inh 6% and GCN5L2 inh 4%.
CCS(=O)(=O)Nc1ccc(C2=NN(C(=O)c3ccco3)C(c3ccc(C)cc3)C2)cc1 (centres undefined) was read as FEN1 inh 8%, N370S GC mod -24% and GCN5L2 inh 1%.
For CCOC(=O)c1ccc(NC(=O)N2CCOCC2)cc1 the results were FEN1 inh -1%, N370S GC mod -3% and GCN5L2 inh 6%.
`Cc1ccc(S(=O)(=O)N2CCN(Cc3noc(CCC(=O)N4CCCCC4)n3)CC2)c(C)c1` gave FEN1 inh -4% and GCN5L2 inh 0%.
`Cc1cc(NC(=O)CC#N)n(-c2nc3ccccc3[nH]2)n1` gave FEN1 inh -26%, N370S GC mod 5% and GCN5L2 inh -15%.
Screening N#Cc1ccc(-c2ccc3c(c2)OCO3)nc1SCC(=O)OCc1ccccc1 returned FEN1 inh -14%, N370S GC mod 4% and GCN5L2 inh 5%.
`CC1=C(c2ccc(C)c(C)c2)S(=O)(=O)N(Cc2ccc(C(=O)NCc3cccc(C)c3)cc2)C1=O` gave FEN1 inh -3% and GCN5L2 inh -6%.
For COc1ccc(CN2C=C3C(=O)C(C)(OC(=O)C4CCCC4)C(=O)C=C3C=C2c2ccsc2)cc1 (centres undefined) the results were FEN1 inh -11%, N370S GC mod -4%[12.8 µM] and GCN5L2 inh 1%.
Screening CCCCSCCCNC(=O)c1ccc(CS(=O)(=O)c2ccc(OC)cc2)o1 returned FEN1 inh 10%, N370S GC mod 2% and GCN5L2 inh -11%.
Screening CCOC(=O)c1c(C)[nH]c(C)c1S(=O)(=O)NCCN1CCN(c2cc(Cl)ccc2C)CC1 returned FEN1 inh -1%, N370S GC mod inconclusive and GCN5L2 inh -23%.
COc1ccc(-n2c(N)c(Br)c(=O)[nH]c2=O)cc1 was read as FEN1 inh -9%, N370S GC mod 2% and GCN5L2 inh 2%.
